# Bioassay records: PubChem, Sanford-Burnham Center for Chemical Genomics
# tim23-1 inh: inhibits growth of tim23-1 mutant yeast. S. cerevisiae tim23-1 growth, BacTiter-Glo luminescence, 24 h. 330,000 compounds, 1.3% hits. AID 463212. inhibition, % at 20 µM;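 active means growth inhibition of the mutant yeast at or above 50%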;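 further: temperature-sensitive mutant grown at 25 °C; plate controls were DMSO-treated mutant yeast for no effect and medium wells lacking yeast for full effect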
# APJ agonist: activates the human apelin receptor APJ | P35414 | CHO-K1 APJ PathHunter beta-arrestin, luminescence; 0% DMSO wells, 100% apelin | activation, % at 20 µM | 330,000 compounds, 0.11% hits;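 active means activation more than six SD over the plate average, tested at 20 µM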;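 further: 0% = DMSO alone and 100% = apelin-13 at 10 nM; some results filed as inactive read as strong as hits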
# Target sequence (P35414 whole entry, looked up): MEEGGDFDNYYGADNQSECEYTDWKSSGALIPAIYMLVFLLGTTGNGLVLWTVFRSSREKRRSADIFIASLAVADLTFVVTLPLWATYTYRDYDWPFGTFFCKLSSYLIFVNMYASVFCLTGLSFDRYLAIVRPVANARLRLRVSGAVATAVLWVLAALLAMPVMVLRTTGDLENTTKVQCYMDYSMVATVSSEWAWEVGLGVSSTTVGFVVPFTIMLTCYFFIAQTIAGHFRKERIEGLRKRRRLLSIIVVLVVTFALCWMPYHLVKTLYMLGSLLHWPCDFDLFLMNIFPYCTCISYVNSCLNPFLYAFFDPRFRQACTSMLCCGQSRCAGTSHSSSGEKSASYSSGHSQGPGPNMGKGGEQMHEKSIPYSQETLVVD
#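 Test system: CHO-K1 APJ beta-arrestin complementation cell line. Amount: cell density 1000 per well. Controls: DMSO negative, 10 nM Apelin-13 positive. Signal: luminescent beta-gal fragment complementation, chemiluminescent substrate. Read-out basis: agonist-driven arrestin binding to APJ. Timing: compound stimulation 90 min at 25 °C, detection 60 min.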
# NLRP3 yeast inh: inhibitors of NALP3 inflammasome in yeast. 330,000 compounds, 0.39% hits. Yeast reconstituted NLRP3/ASC/caspase-1, beta-gal luminescence, 24 h. inhibition, % at 10 µM;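 active means inhibition of 50% or more; inactive means inhibition below 50%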;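 further: plate controls were induced DMSO wells for no effect and uninduced yeast grown without galactose for full effect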
# TIM10 inh: inhibits growth of TIM10 yeast strain | S. cerevisiae TIM10 strain growth, BacTiter-Glo luminescence, 24 h | inhibition, % at 10 µM | 330,000 compounds, 1.4% hits;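 active means inhibition of 40% or more at the single tested concentration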;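 further: wild-type TIM10 isogenic control strain grown at permissive 25 °C; 0% = DMSO yeast wells and 100% = minimal medium wells without yeast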
# MPTP block: blocks calcium-induced mitochondrial swelling; isolated mouse mitochondria, Ca2+ swelling absorbance, 30 min; inhibition, % at 10 µM; 360,000 compounds, 1.4% hits; AID 602449;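 active means inhibition of 50% or more, scaled per plate between neutral and stimulator controls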;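 further: 0% = DMSO wells given calcium and 100% = 1 mM EGTA wells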
# APJ antag: APJ receptor antagonism. P35414. CHO-K1 APJ beta-arrestin complementation, luminescence. inhibition, % at 20 µM. 330,000 compounds, 0.32% hits. AID 2521;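 active means inhibition above about 40% at 20 µM, limit read from the data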;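 further: cells challenged with 10 nM apelin-13 agonist together with compound; plate controls were apelin-13 plus DMSO wells for no effect and DMSO wells lacking apelin-13 for full effect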
# GRIN3A LBD mod: modulators (binders) of human NR3A ligand-binding domain; Tm shift relative to glycine control, % at 25 µM; AID 1259313; NR3A LBD differential scanning fluorimetry, Tm shift; 0% = protein alone, 100% = glycine-bound protein; 340,000 compounds, 2.5% hits;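 active means melting temperature shift of at least 10% of the positive control shift, at one fixed dose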
# MIN6 prolif: induces beta-cell replication in MIN6 cells. MIN6 cells proliferation, ATPlite luminescence, 48 h; cells starved in 0.2% serum; 100% = growth in 10% serum. proliferation, % at 10 µM. 330,000 compounds, 0.29% hits. AID 2380;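 active means compounds whose signal lies at least 3.5 SD above the mean of all wells on their plate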;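 further: 0% = DMSO-treated cells in low-serum medium and 100% = 10% serum control; some compounds called inactive have numbers as strong as hits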
# tim10-1 inh: tim10-1 yeast growth inhibition | S. cerevisiae tim10-1 ts strain growth, BacTiter-Glo, 24 h | 330,000 compounds, 2.2% hits | inhibition, % at 20 µM;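 active means inhibition of at least 40%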;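 further: mutant grown at 25 °C; 0% = DMSO wells with yeast and 100% = wells holding no yeast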
# * hit, by the source's call; nt = not tested or not shown.
SMILES,tim23-1 inh,APJ agonist,NLRP3 yeast inh,TIM10 inh,MPTP block,APJ antag,GRIN3A LBD mod,MIN6 prolif,tim10-1 inh
Cc1cc(C)nc(SCCC(=O)Nc2ccccc2)n1,10,1,16,13,-0.1,5,-1,-1,14
NNC(=O)c1ccccc1OCc1ccccc1,27,1,21,8,2.7,2,2,0,26
CCc1ccc(N2C(=O)CC(NNc3nc4ccccc4s3)C2=O)cc1 (stereo unspecified),-7,4,24,-1,1.1,-50,-8,0,1
COc1ccc2nc(C)cc(NCc3ccc(F)cc3)c2c1,14,0,11,-5,-0.2,-56,-1,-4,15
Cc1onc(-c2ccccc2Cl)c1C(=O)Nc1cccc(-c2nc3ncccn3c2C)c1,33,0,-5,13,-1.4,-2,-4,2,19
CCC12CC3CC(C1)CC(C(=O)O)(C3)C2,17,-1,13,11,1.1,-15,0,0,12
CCc1c(C)nc2[nH]nc(-c3ccccc3C)n2c1=O,-10,2,3,-8,0.4,14,1,-1,-21
COc1cc(C(=O)NCC(=O)Nc2c(C)cccc2C)ccc1OCC(=O)N1CCOCC1,-6,-2,0,4,1.1,4,0,-4,-10
Cc1ccc(OCCC(=O)N(Cc2ccccc2)c2c(N)n(Cc3ccccc3)c(=O)[nH]c2=O)cc1,6,-4,15,4,-1.6,6,-3,-4,11
COc1ccc(NC(=O)C2CCCN(S(C)(=O)=O)C2)cc1 (stereo unspecified),-1,0,20,-10,0.1,5,0,-3,-7
Cn1cc(S(=O)(=O)N2CCCC2)cc1C(=O)N1CCN(c2ccccc2)CC1,12,0,15,-2,-1.5,-3,-1,-4,5
C=CCn1c(SCC(=O)N2c3ccccc3Sc3ccccc32)nnc1-c1ccco1,23,-4,4,20,-1.4,7,-1,-1,24
COc1ccc(/C=N/NC(=O)c2cccc(C(F)(F)F)c2)cc1,4,1,17,16,-0.4,-5,1,-2,-3
c1ccc2c(-c3nc(C4CCCCC4)no3)cc(-c3ccncc3)nc2c1,20,-1,1,17,6.0,-6,15*,-6,8
CCOC(=O)C1=C(C)NC(=O)NC1C(C)C (stereo unspecified),7,2,17,-7,-1.2,12,0,-2,-19
CCOc1ccc(S(=O)(=O)N2CCOCC2)cc1NC(=O)C1CCC1,7,2,13,-12,0.4,-47,1,-1,-17
Cc1nc(N(C)C)c2sc(=S)n(C)c2n1,4,-2,0,-18,-1.4,12,-2,1,-1
Cc1noc(C)c1CSCC(=O)Nc1ccc(S(C)(=O)=O)cc1,-2,-3,1,-1,0.1,1,-1,0,-4
N#Cc1cccc(CN2C=NS(=O)(=O)c3ccccc32)c1,9,-3,14,-5,0.5,-3,-2,-4,12
COc1cc(CN2CCCC(CO)(Cc3ccccc3C)C2)cc2c1OCO2 (stereo unspecified),9,-3,26,-7,16,-3,-1,-6,-6
COc1cccc(NC(=O)Cn2c3ccc(F)cc3c3nc4n(c(=O)c32)CCS4)c1,-2,0,-9,-24,0.8,-7,4,0,-12
COc1ccc2c(c1)CC/C2=N\OC(=O)c1ccccc1C,70*,-1,37,73*,0.8,10,-1,-5,43*
O=C1Nc2ccccc2N(O)N1c1ccc(Cl)cc1,3,-2,6,5,-1.1,9,-2,2,5
CS(=O)(=O)c1ccc2nc(NC(=O)Oc3ccccc3)sc2c1,-15,-1,8,-2,-0.2,-3,1,-3,8
COC(=O)N=Nc1c(O)[nH]c2ccc(Br)cc12,3,-2,7,14,2.7,-11,-4,-4,-39
O=C(COC(=O)CNC(=O)c1ccc(Cl)cc1Cl)NCc1ccco1,-5,0,19,-7,-2.9,20,0,-4,-17
COc1ccc(-c2nc(CS(=O)(=O)CC(=O)NCCc3cc(OC)ccc3OC)c(C)o2)cc1,12,0,-5,27,6.3,-35,-2,0,19
COc1ccc(C(=O)Oc2cc(C)[nH]c(=O)c2[N+](=O)[O-])cc1,8,-4,11,-12,-0.4,0,0,-2,3
CC1CCCC(C)N1/N=C/C=C/c1ccccc1[N+](=O)[O-] (stereo unspecified),19,2,-4,9,1.1,-20,-1,-3,41*
Fc1cc(F)c2nc(N3CCCCC3)sc2c1,13,-1,15,4,0.5,5,2,0,1
C/C(=N\O)c1noc(C)c1C(=O)Nc1nccs1,16,0,22,10,0.3,-85,1,-6,12
CN(C(=O)Cn1nc(C(=O)O)c2ccccc2c1=O)C1(C#N)CCCCC1,-2,-2,5,11,-0.1,20,1,-3,3
COCCN(C(=O)CNC(=O)c1ccco1)C(C(=O)NC1CCCC1)c1ccccc1F (stereo unspecified),6,-5,13,-3,-0.7,3,-1,-3,1
C#CCOCCOCCOCCNc1nc(N2CCN(C(=O)C(Cc3cc4ccccc4[nH]3)n3cc(C(N)C(C)CC)nn3)CC2)nc(N2CCN(C(=O)C(Cc3cc4ccccc4[nH]3)n3cc(C(N)C(C)CC)nn3)CC2)n1 (stereo unspecified),16,-4,8,14,3.1,4,-6,-1,10
O=C(C1CCCN(Cc2cccnc2)C1)N1CCCCC1 (stereo unspecified),5,-2,12,-15,-5.9,-5,1,0,2
Cc1nnc(NC(=O)CCC(=O)NC2CCCCCCC2)s1,-2,-3,6,5,0.7,-12,-2,0,0
CCCc1nc(SCC(=O)Nc2nnc(CC)s2)c2c(C)c(C)sc2n1,24,2,22,18,6.3,11,1,-1,20
COC(=O)c1sc(NC(=O)C(C)c2ccccc2)nc1C (stereo unspecified),39,0,-7,17,1.5,0,1,0,39
COc1cc(OC)c(C#N)c(S(=O)Cc2ccccc2)c1 (stereo unspecified),17,-2,9,15,-1.0,-10,3,0,27
c1nc2sc3c(c2c2nnnn12)CCC3,4,-4,-18,1,1.0,1,1,2,15
CCCCCOc1ccccc1C(=O)NCCCCCC(=O)O,10,-3,18,-2,-0.5,-5,-1,-2,-11
COc1ccc2cc(C(c3nnnn3C3CCCC3)N3CCOCC3)c3nnnn3c2c1 (stereo unspecified),5,-1,11,20,-0.2,2,-2,2,18
Cc1ccc(NS(=O)(=O)c2ccc(C)c(NC(=S)NCCN3CCOCC3)c2)c(C)c1,8,-3,7,8,-0.5,0,0,-2,1
CCOc1cc(CNCCO)ccc1OCC(=O)NC(C)(C)C,8,2,11,-12,0.2,3,0,2,5
CCCCn1c(N)c(N(CC(C)C)C(=O)CSCc2cccc(C)c2)c(=O)[nH]c1=O,11,-8,6,7,0.8,-32,0,-6,3
Cc1ccc(N2C(=O)[C@@H]3[C@H](C2=O)[C@H]2C=CC=NN2[C@@H]3C(=O)Nc2ccc(Cl)cc2)cc1,29,-3,6,26,-0.1,1,-2,-2,25
CCC(C)Nc1nc(N)c([N+](=O)[O-])c(NCc2ccccc2)n1 (stereo unspecified),19,-1,-36,7,0.6,-8,-1,6.2*,20
Cc1ccc(-c2nc(C#N)c(N3CCC(C)CC3)o2)cc1,19,-1,25,-6,0.1,-4,0,-1,20
CCCCc1nc2ccc(S(=O)(=O)O)cc2[nH]1,8,-2,0,16,1.1,9,7,-2,-11
CC(C)c1ccc(-c2c(C#N)c(N)nc(SCC(=O)N3CCCCCC3)c2C#N)cc1,7,0,2,3,nt,-2,-1,-4,9
Cn1c(/C(C#N)=C/Nc2ccccn2)nc2ccccc21,21,-6,25,18,-0.7,3,-3,0,24
COc1ccc(CNC(=O)c2cc(-c3ccccc3OC)on2)cc1,23,-3,25,19,-2.3,-13,1,-1,25
O=C(NCCN1CCOCC1)c1ccc(CS(=O)(=O)c2c(Cl)cccc2Cl)o1,3,-2,4,-8,-0.9,18,-1,-1,-14
CC(C)OCCCNC(=O)c1cccc2c1C(=O)c1ccc(Cl)cc1S2(=O)=O,16,-1,6,3,0.6,4,1,-4,17
O=C1CC2(CCN(C(=O)c3cccc([N+](=O)[O-])c3)CC2)Oc2ccccc21,20,5,13,4,-1.1,-18,1,-2,14
COc1cccc(N2CCN(C(=S)Nc3ccccc3)CC2)c1,34,0,24,10,-0.6,-10,2,2,9
CCNC(=O)c1c(O)c2ccccc2[nH]c1=O,54*,-2,68*,27,-0.6,-13,4,-5,13
Cn1c(COc2ccccc2)nnc1SCCN1CCOCC1,9,-1,2,-2,-0.9,-5,0,-2,12
O=C(CSc1nc(C2CCCCC2)nc2ccccc12)N1CCCC1,43,0,26,3,-1.3,13,-2,-3,-3
N#Cc1cccc(NC(=O)COC(=O)c2ccccc2C(=O)c2ccc(Cl)c([N+](=O)[O-])c2)c1,27,-1,14,8,14,-1,5,-6,30
# Other structures follow.
SMILES,tim23-1 inh,APJ agonist,NLRP3 yeast inh,TIM10 inh,MPTP block,APJ antag,GRIN3A LBD mod,MIN6 prolif,tim10-1 inh
COc1cccc(C(=O)NC(C)c2ccc(-c3ccccc3)cc2)c1OC (stereo unspecified),12,-3,13,1,-0.1,-1,1,-3,21
CCOc1ccc(C(CC(=O)O)NC(=O)COc2ccccc2)cc1 (stereo unspecified),5,-3,4,-3,-1.9,-1,1,-1,14
COc1ccc(-c2cn(CCO)c(-c3ccncc3)n2)cc1,-10,-2,3,-6,-1.4,-40,-1,-3,-22
Cc1ccc(-n2nc(C)c(/C=N/NC(=O)c3cccs3)c2Cl)cc1,11,0,21,1,14,-3,-2,0,-7
CCn1c(SCC(=O)OC)nc2sc3c(c2c1=O)CCC3,36,-2,19,31,0.4,13,nt,0,40
Cc1cc(=O)[nH]c(SCC(=O)NCc2ccco2)n1,22,-1,5,5,-7.2,-15,1,0,16
Cc1ccc(Cn2c(=N)n(CC(O)c3ccco3)c3ccccc32)cc1 (stereo unspecified),-1,0,8,9,70*,12,1,-1,6
Cc1cc(S(=O)(=O)N2CCN(c3ccccc3O)CC2)c(C)s1,21,-4,23,8,0.3,17,-3,2,24
CNC(=O)c1c(Br)cnn1-c1ccc(C)cc1,9,-5,10,16,-0.2,-9,-3,1,13
COC(=O)c1sc2cc(C(F)(F)F)cnc2c1-c1ccccc1,1,4,-8,4,0.4,14,0,-3,13
COc1ccc(CN2CN(S(=O)(=O)c3cccs3)c3nc4ccccc4nc32)cc1,4,-3,9,2,3.0,4,-5,-3,6
CCOC(=O)c1sc(NC(=O)C2C3C=CC(C3)C2C(=O)O)nc1C (stereo unspecified),-3,-5,-7,2,-0.7,-7,-3,-4,9

# Records listed above printed as active in TIM10 inh.
Structure	APJ agonist	NLRP3 yeast inh	TIM10 inh	MPTP block	APJ antag	GRIN3A LBD mod
COc1ccc2c(c1)CC/C2=N\OC(=O)c1ccccc1C	-1	37	73*	0.8	10	-1

# (listing goes on)
SMILES,tim23-1 inh,APJ agonist,NLRP3 yeast inh,TIM10 inh,MPTP block,APJ antag,GRIN3A LBD mod,MIN6 prolif,tim10-1 inh
Cc1csc(C(=O)NN)c1N(C)C,21,-2,3,19,-2.7,18,0,-2,6
CC(C(=O)Nc1ccc(S(=O)(=O)N2CCCC2)cc1)N1CCCC(C(N)=O)C1 (stereo unspecified),-7,-3,22,4,-1.5,-6,3,-1,10
CC(c1nccs1)N(C)c1nc2nonc2nc1NC1CC1 (stereo unspecified),2,-1,6,-7,0.6,-4,-1,-3,-9
O=C(NCCNC(=O)c1ccccc1F)c1ccco1,-4,0,-5,-18,0.4,9,1,0,-9
CC(Sc1nnc(-c2ccco2)o1)C(=O)NCCC1=CCCCC1 (stereo unspecified),19,-2,8,28,-0.4,10,-2,0,22
